Compound activity as filed in PubChem.
HT1080 IDH1KD tx: qHTS for induction of synthetic lethality in tumor cells producing 2HG: qHTS for the HT-1080-IDH1KD cell line; HT-1080 IDH1 knockdown viability, ATP luminescence, 48 h; Potency, µM (highest dose often 46.1 µM), for the others: at the top dose activity, negative = toxicity, hits mostly cytotoxic; 360,000 tested, 2% active; AID 686971, 2013;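 also: 0% = DMSO wells and -100% = cell-free medium wells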
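HT-1080-IDH1KD cells (IDH1 knocked down), 750/well in RPMI with 5% FBS, treated with compound 48 h at 37 degrees C. Viability by CellTiter-Glo luminescence, normalised to DMSO and no-cell wells; concentration-response curves classed.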
SW480 rerep: A quantitative high throughput screen for small molecules that induce DNA re-replication in SW480 colon adenocarcinoma cells; SW480 DNA re-replication, Hoechst DNA content imaging, 48 h; AID 624297, 2012; Potency, µM (top dose mostly 46.1 µM), inactives show at the top dose re-replication activation, usual class: activators; 340,000 tested, 1.8% active; also: % of control where 0% means no effect; nearly all actives have a fitted effect of over 55% in size
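DNA re-replication was detected as more nuclei of elevated Hoechst intensity after 48 hr exposure to compound (23 nL pinned per well of 250 cells).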
KB-3-1 tox: qHTS assay for MDR1-selective chemotherapeutics: Primary screen using the parental adenocarcinoma cell KB-3-1; KB-3-1 viability, CellTiter-Glo ATP luminescence, 72 h; Potency, µM (highest dose often 46.1 µM), without a hit: top-dose activity change, negative = cytotoxic, most hits filed as cytotoxic; 400,000 tested, 1.4% active; AID 1347075, 2019; also: % is scaled to controls: 0 for no effect and ±100 for the full control effect; nearly all actives have a fitted effect of over 60% in size
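Viability of parental KB-3-1 cells, measured by CellTiter-Glo luminescence, followed a 72 h incubation at 37 °C with pinned compounds in phenol-red-free DMEM containing 10% FBS.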
TDP43 rescue: qHTS of TDP-43 Inhibitors; 410,000 tested, 1.8% active; Potency, µM (doses to about 46.1 µM), without a hit: at the top dose growth rescue (activation), hits mostly activators; AID 652104, 2013; TDP-43 expressing yeast growth rescue, BacTiter-Glo, 24 h; also: % of control where 0% means no effect; nearly all actives have a fitted effect of over 50% in size
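In this qHTS, compounds that restore growth of yeast expressing TDP-43 appear as activators. Cells (OD600=0.02, galactose medium, raffinose-pregrown) are incubated with compound 24 hr at 30 deg C and growth is quantified by BacTiter-Glo.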
GLP1R ag: qHTS of GLP-1 Receptor Agonists; HEK293 GLP-1R CRE-luciferase, luminescence, 4-6 h; cells express a hypersensitive GLP-1R form; Glucagon-like peptide 1 receptor (Homo sapiens), P43220; AID 624172, 2012; 380,000 tested, 0.007% active; Potency, µM (doses to about 45.6 µM), for inactives: at the highest dose activation, actives largely listed as activators; also: % of control where 0% means no effect
Target sequence (P43220 whole entry, looked up): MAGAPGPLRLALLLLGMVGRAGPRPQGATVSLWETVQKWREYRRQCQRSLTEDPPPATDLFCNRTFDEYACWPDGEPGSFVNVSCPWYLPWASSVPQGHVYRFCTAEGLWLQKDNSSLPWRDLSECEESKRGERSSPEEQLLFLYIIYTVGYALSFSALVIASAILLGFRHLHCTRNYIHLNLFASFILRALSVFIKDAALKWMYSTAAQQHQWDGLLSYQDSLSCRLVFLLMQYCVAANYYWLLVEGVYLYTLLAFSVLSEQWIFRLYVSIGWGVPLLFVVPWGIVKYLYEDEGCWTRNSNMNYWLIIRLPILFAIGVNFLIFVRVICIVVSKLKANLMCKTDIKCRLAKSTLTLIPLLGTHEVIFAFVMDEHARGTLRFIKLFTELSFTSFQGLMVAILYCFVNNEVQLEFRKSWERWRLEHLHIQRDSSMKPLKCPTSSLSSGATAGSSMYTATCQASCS
KB-V1 cytotox: qHTS assay for MDR1-selective chemotherapeutics: Primary screen using the drug-selected MDR subline cells KB-V1; KB-V1 MDR cells viability, CellTiter-Glo, 72 h; Potency, µM (doses to about 46.1 µM), without a hit: at the highest dose activity change, negative = cytotoxicity, most hits filed as cytotoxic; 400,000 tested, 3.4% active; also: % is scaled to controls: 0 for no effect and ±100 for the full control effect; nearly all actives have a fitted effect of over 60% in size
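Drug-selected KB-V1 cells, grown in DMEM lacking phenol red with 10% FBS, receive compound titrations; after three days at 37 degrees C, surviving cell ATP is quantified by CellTiter-Glo luminescence and responses normalized and curve-fitted.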
GLP-1R inv ag: qHTS of GLP-1 Receptor Inverse Agonists (Inhibition Mode); Glucagon-like peptide 1 receptor (Homo sapiens), P43220; HEK293 GLP-1R CRE-luciferase, luminescence, 24 h; GLP-1R form is constitutively active; Potency, µM (series often up to 38.3 µM), for inactives: top-dose activity change, negative = inhibition, usual class: inhibitors; 410,000 tested, 1.6% active; also: % is scaled to controls: 0 for no effect and ±100 for the full control effect; nearly all actives have a fitted effect of over 55% in size
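Seeding at 200 cells/uL, 12 h culture, 24 hr compound treatment, then luciferase reagent and a luminescence read; cells are HEK293 stably expressing a constitutively active GLP-1R plus cAMP-responsive luciferase.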
HEK293 tox: qHTS of GLP-1 Receptor Inverse Agonists: Cytotox Screen. HEK293 cAMP-luciferase reporter cells, luminescence, 24 h. 410,000 tested, 0.13% active. AID 624418, 2012. Potency, µM (titrated, usually from 38.3 µM), inactives show top-dose activity change, negative = inhibition, most hits filed as inhibitors;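 also: loss of luciferase light is scored as toxicity; % is scaled to controls: 0 for no effect and ±100 for the full control effect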
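Compound-treated cells are incubated 24 hr at 37 deg C under 5% CO2 after a 12 hour attachment period, then luciferase detection reagent is added and luminescence is measured following 12 min at room temperature; lowered signal indicates toxicity.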
HT1080NT lethal: qHTS for induction of synthetic lethality in tumor cells producing 2HG: qHTS for the HT-1080-NT fibrosarcoma cell line; Potency, µM (titrated, usually from 46.1 µM), for inactives: at the highest dose activity, negative = less viability, most hits filed as cytotoxic; 360,000 tested, 1.6% active; HT-1080-NT fibrosarcoma viability, CellTiter-Glo ATP luminescence, 48 h; AID 686970, 2013;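 also: NT is the 2HG producing partner of a matched IDH1 knockdown line; 0% = DMSO-treated cells and -100% = media-only wells without cells; nearly all actives have a fitted effect of over 55% in size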
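Viability by CellTiter-Glo luminescence after 48 h compound exposure at 37C of HT-1080-NT cells (750/well, RPMI, 5% FBS). % activity scaled between DMSO wells and medium-only wells, then curve-fitted and categorized by curve class.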
Active calls of the source: *; ? = inconclusive; / = no result given; [ ] = another dose, or the depositor's remark. Calls follow the shape of the dose curve; as a rule, active = well fitted curve in the direction sought with a large enough effect; inconclusive = small, poorly fitted or top-dose-only effect, or another doubt; inactive = no such curve, though single readings can be large; an effect the other way counts as inactive or inconclusive. Potency is read from the fitted curve at half-maximal effect.

SMILES	HT1080 IDH1KD tx	SW480 rerep	KB-3-1 tox	TDP43 rescue	GLP1R ag	KB-V1 cytotox	GLP-1R inv ag	HEK293 tox	HT1080NT lethal
C[C@H](CO)N1C[C@H](C)[C@@H](CN(C)S(=O)(=O)c2ccc(F)cc2)Oc2ccc(NC(=O)Cc3ccccc3)cc2C1=O	9%	-6%	14%	11%	5%	-5%	14%	-10%	5%
Cc1ccccc1N1CCN(S(=O)(=O)Cc2ccccc2)CC1	-7%	?	-11%	?	9%	-26%	?	0%	8%
O=C(NCCN1CCOCC1)c1ccc(NS(=O)(=O)c2ccccc2)cc1	14%	-14%	-19%	0%	-7%	6%	9%	4%	5%
CCOc1ccccc1NC(=O)CNC(=O)N1CC(=O)Nc2ccccc21	-4%	28%	0%	0%	-7%	-3%	0%	-9%	-1%
O=C(Nc1ccc2oc(-c3ccncc3)nc2c1)c1ccco1	21%	-29%	0%	-39%[inhibitor]	22%	-3%	103%[activator]	-5%	?
CCCCn1c(=O)[nH]c(=O)c2c1nc(COc1ccc(C#N)cc1)n2CCC	-8%	-4%	-8%	2%	16%	?	14%	-10%	-9%
CC1=C(C(=O)Nc2cccc(F)c2)C2(CCCCCC2)OC1=O	/	/	1%	?	/	7%	?	-11%	/
O=C(Nc1cccc(C(F)(F)F)c1)C1CCCCC1	9%	-3%	-2%	8%	-1%	-5%	?	-28%	5%
COc1ccccc1NCC(=O)N/N=C(\C)c1cccs1	3%	-24%	-2%	0%	0%	3%	9%	18%	2%
N/C(=N\OC(=O)c1cnn(-c2ccccc2)c1C(F)(F)F)c1ccc(C(F)(F)F)cc1	4%	-2%	4%	22%	4%	4%	-25%	-5%	5%
O=C(C(=C1NCCN1)n1cncn1)c1ccccc1	-2%	-4%	?	16%	-8%	1%	11%	25%	4%
CCN(CC)CCN1CCn2c3c(c4cc(C)ccc42)CCCC31 (stereo not given)	-20%	15µM*	-4%	-21%	2%	-7%	?	-8%	?
COc1ccc(CC(=O)OCC(=O)NCc2ccc(C)cc2)cc1OC	0%	1%	0%	-3%	0%	4%	10%	0%	1%
O=C(c1ccc(N2C(=O)C3CCCCC3C2=O)cc1)N1CCCCC1 (stereo not given)	2%	-4%	5%	13%	-2%	-3%	8%	-6%	4%
CCOc1ccccc1OCCOc1ccccc1OC(C)C	3%	1%	12%	10%	1%	2%	?	7%	4%
O=C(NCCCO)c1cc([N+](=O)[O-])cc2c1C=Cc1ccccc1O2	-1%	-8%	-2%	-5%[0.397 µM]	20%	3%	-19%	-3%	-2%
C/C(Cl)=C\CNC(C)c1ccccc1 (stereo not given)	17%	-1%	2%	6%	0%	23%	12%	-13%	19%
COc1ccccc1N1CCN(Cc2cc(=O)n3ccsc3n2)CC1	1%	-15%	4%	-7%	6%	-3%	13%	16%	6%
CCC(=O)NC(c1cccc([N+](=O)[O-])c1)c1c(O)ccc2ccccc12 (stereo not given)	0%	5%	-11%	-2%	8%	-12%	-28%	1%	-12%
CCCCSc1nnc(-c2c[nH]c3ccccc23)n1C	-3%	2%	-21%	10%	-2%	-7%	-7%	-4%	0%
Cc1ccc2c(CN3CCCCC3C)cc(=O)oc2c1 (stereo not given)	4%	-11%	10%	6%	11%	2%	?	-5%	-3%
CCOC(=O)C1=CCN(S(=O)(=O)c2ccccc2C(=O)OC)C1c1ccc(Cl)cc1 (stereo not given)	-13%	/	-2%	?	0%	-3%	?	2%	-10%
O=C(NC1CCS(=O)(=O)C1)c1ccc(-c2ccc(Br)cc2)o1 (stereo not given)	-27%	0%	-20%	-13%	0%	0%	4%	-15%	-1%
Cc1nc2ccc(S(=O)(=O)NC(C(=O)N3CCC(C)CC3)C(C)C)cc2s1 (stereo not given)	5%	-1%	9%	26%	15%	-2%	-1%	-15%	-2%
COC(=O)C[C@H]1CC[C@H](NS(=O)(=O)c2cn(C)cn2)[C@@H](CO)O1	16%	/	8%	18%	/	-6%	2%	3%	1%
O=C(c1cnccn1)N1CCCC(N2CCN(c3cccc(Cl)c3)CC2)C1 (stereo not given)	15%	-28%	-18%	3%	-4%	-22%	-7%	5%	-1%
C#CCSc1nnc(-c2ccc(C)cc2)o1	3%	/	-3%	?	3%	-21%	-10%	-1%	15%
CCCCCCn1cc(C(=O)OCC)c(=O)c2cc(F)c(F)cc21	-16%	2%	8%	?	19%	-23%	?	-4%	-14%
CCCCN1C(=O)C2(NNc3ccccc3O2)c2ccccc21 (stereo not given)	-3%	2%	?	11%	-6%	?	?	-4%	-4%
COc1ccc(/C=N\N2CCN(Cc3ccccc3Cl)CC2)cc1	1%	18%	0%	-3%	-5%	?	-27%	-13%	2%

Quoted at random: 4 records from the list
SMILES	HT1080 IDH1KD tx	SW480 rerep	KB-3-1 tox	TDP43 rescue	GLP1R ag	KB-V1 cytotox	GLP-1R inv ag	HEK293 tox	HT1080NT lethal
COC(=O)C[C@H]1CC[C@H](NS(=O)(=O)c2cn(C)cn2)[C@@H](CO)O1	16%	/	8%	18%	/	-6%	2%	3%	1%
O=C(NC1CCS(=O)(=O)C1)c1ccc(-c2ccc(Br)cc2)o1 (stereo not given)	-27%	0%	-20%	-13%	0%	0%	4%	-15%	-1%
O=C(C(=C1NCCN1)n1cncn1)c1ccccc1	-2%	-4%	?	16%	-8%	1%	11%	25%	4%
CCOc1ccccc1OCCOc1ccccc1OC(C)C	3%	1%	12%	10%	1%	2%	?	7%	4%

Next compounds follow.
SMILES	HT1080 IDH1KD tx	SW480 rerep	KB-3-1 tox	TDP43 rescue	GLP1R ag	KB-V1 cytotox	GLP-1R inv ag	HEK293 tox	HT1080NT lethal
Cc1ccc(C(=O)OCCN(C)Cc2ccccc2)cc1	0%	-13%	3%	5%	3%	9%	-29%	11%	13%
O=C(CSc1ccccn1)Nc1ccc(NC(=O)CSc2ccccn2)cc1	4%	4%	15%	22%	8%	28%	3%	-4%	0%
CN1CCN(S(=O)(=O)NC[C@H]2O[C@@H](n3cnc4c(N)ncnc43)[C@H](O)[C@@H]2O)CC1	0%	-11%	-6%	6%	-4%	9%	5%	1%	?
COc1ccccc1NC(=O)c1oc2ccccc2c1NC(=O)c1c(F)cccc1F	/	/	4%	26%	/	-1%	11%	21%	/
COc1ccc(CCN(C)C2CCCN(C(=O)c3ccnn3C)C2)cc1OC (stereo not given)	11%	1%	24%	8%	4%	0%	10%	-6%	11%
COc1cccc(C(=O)NC2=NCCS2)c1	2%	-5%	1%	7%	-8%	-6%	?	-8%	5%
C=CCN1C(=O)C2C(C(=O)NC)C3(C)C=CC2(O3)C1C(=O)NCc1ccc(OC)cc1 (stereo not given)	20%	-1%	0%	-17%	6%	?	0%	-5%	15%
Cc1ccc(CC(=O)Nc2ccc([N+](=O)[O-])cc2C)cc1	6%	-5%	8%	?	18%	-1%	5%	-1%	8%
O=C(c1ccc(-n2cccc2)cc1)N1CCN(Cc2ccccc2)CC1	-6%	-16%	-6%	0%	16%	?	-2%	5%	-3%
COc1ccc2nc(SCC(=O)N(C)C3CCCCC3)c(C#N)cc2c1	-1%	?	5%	?	21%	15µM*	-7%	3%	9%
O=C(O/N=C(/c1ccccc1)c1ccncc1)c1ccccc1[N+](=O)[O-]	0%	-3%	4%	?	0%	0%	7%	1%	1%
COc1ccccc1N1CCN(C(=O)CN(C)S(=O)(=O)c2ccc3c(c2)c(=O)n(C)c(=O)n3C)CC1	4%	-15%	3%	-14%[0.397 µM]	24%	11%	38%[activator]	-1%	8%
O=C(O)c1cccc(Cn2c(Cl)c(/C=N/NC(=O)c3ccccc3)sc2=O)c1	9%	3%	-1%	8%	-2%	24%	5%	2%	11%
CCOc1ccc(N(CC(=O)Nc2ccccc2OC)S(C)(=O)=O)cc1	?	?	?	3%	13%	?	-28%	-9%	-19%
CCCN(CC(=O)Nc1ccc(Cl)cc1Cl)C(=O)/C=C/c1cc(OC)ccc1OC	-4%	/	-9%	-24%	7%	?	?	1%	-2%
Cc1ccc(-c2noc(CSc3nnnn3C3CCCCC3)n2)cc1	-6%	1%	6%	4%	2%	5%	?	16%	-14%
Cc1cc(C)cc(NC(=S)/N=C(\N)Nc2nc(C)c3ccccc3n2)c1	-14%	?	?	16µM*	-29%	18µM*	-26%	?	1%
CCN(c1ccc(OC)cc1)S(=O)(=O)c1cc(-c2cc(C)no2)ccc1OC	-10%	-37%[inhibitor]	-9%	9%	13%	0%	?	-22%	-18%
O=c1c2c3c(sc2nc2n1CCCCC2)C(O)CCC3 (stereo not given)	-1%	-3%	-1%	9%	0%	5%	5%	2%	3%
COCCn1c(=NC(=O)/C=C/c2cccs2)sc2cc(NC(C)=O)ccc21	-4%	20%	1%	10%	1%	?	17%	175%[activator]	-14%
Cc1c(C(=O)NCc2ccccc2C(F)(F)F)sc(=O)n1Cc1ccc(F)cc1	-16%	/	14%	-11%	-6%	?	?	2%	-21%
O=C(CSc1nc2ncccc2o1)Nc1cccc(C(F)(F)F)c1	/	/	-4%	10µM*	/	0%	8%	1%	/
NC(=O)Cn1c(=O)n(CCC(=O)NCCSCc2ccccc2)c(=O)c2ccccc21	-1%	-6%	-1%	11%	-2%	-3%	11%	9%	-3%

Looked up above.
HEK293 tox, O=C(O/N=C(/c1ccccc1)c1ccncc1)c1ccccc1[N+](=O)[O-] : 1%
TDP43 rescue, Cc1cc(C)cc(NC(=S)/N=C(\N)Nc2nc(C)c3ccccc3n2)c1 : 16µM*
HT1080 IDH1KD tx, CCN(c1ccc(OC)cc1)S(=O)(=O)c1cc(-c2cc(C)no2)ccc1OC : -10%
